Source: PubChem BioAssay (Fisher Drug Discovery Resource Center)
mcGAS MS inh = inhibitors of mouse cGAS; recombinant mouse cGAS, cGAMP by RapidFire MS; hit rate 0.18% among 130,000; inhibition, % at 12.5 µM; Q8C6L5;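 active = inhibition of cGAS enzyme activity at or above 60%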;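 note: enzyme stimulated by 45 bp dsDNA with ATP and GTP substrates; cGAMP share of summed cGAMP plus half ATP and half GTP signals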
Target sequence (Q8C6L5 whole entry, looked up): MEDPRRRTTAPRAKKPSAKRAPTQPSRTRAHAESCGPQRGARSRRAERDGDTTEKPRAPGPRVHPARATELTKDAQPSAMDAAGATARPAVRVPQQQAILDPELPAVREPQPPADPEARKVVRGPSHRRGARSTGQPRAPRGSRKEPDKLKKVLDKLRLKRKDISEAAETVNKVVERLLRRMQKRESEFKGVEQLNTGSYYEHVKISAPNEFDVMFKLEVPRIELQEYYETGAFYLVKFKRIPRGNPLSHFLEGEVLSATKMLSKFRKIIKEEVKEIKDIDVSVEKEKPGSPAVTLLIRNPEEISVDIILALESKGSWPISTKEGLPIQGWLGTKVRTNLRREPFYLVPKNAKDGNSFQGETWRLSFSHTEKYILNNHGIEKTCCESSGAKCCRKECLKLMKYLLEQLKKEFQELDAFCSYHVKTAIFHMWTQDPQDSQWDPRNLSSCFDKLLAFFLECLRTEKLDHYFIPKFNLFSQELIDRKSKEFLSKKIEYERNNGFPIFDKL
* = called active by the depositor; & = joins results of further samples.

SMILES	mcGAS MS inh
Nc1nc(-c2ccc(-c3ccccc3CO)cc2)cs1	13
O=c1cc(NCCCN2CCN(Cc3ccccc3)CC2)c2ccccc2o1	-10
COc1ccccc1OC1CN(C(=O)CCc2ccc(O)cc2)C1	-4
Cc1cc(C)cc(Oc2coc3cc(OCC(O)Cn4cncn4)ccc3c2=O)c1 (stereo not given)	-10
Nc1ccccc1C1OC2CCCCC2c2sccc21 (stereo not given)	-8
CC(c1ccccc1)N(C)C(=O)Nc1cccnc1 (stereo not given)	-8
O=C(NCCCCOc1ccc(F)cc1)c1ccc2n[nH]c(=O)n2c1	-1
CN(C(=O)c1ccccc1Nc1ccccc1)C1CCS(=O)(=O)C1 (stereo not given)	-12
COC(=O)c1ccc(NC(=O)NCc2sccc2C)cc1	-35
Cn1c(SCC(=O)c2ccccc2)nnc1C1CCS(=O)(=O)C1 (stereo not given)	-4
CCC(C)(C)c1ccc2c(C(=O)N3C[C@@H](N)C[C@H]3C(=O)NC)csc2c1	-12
Cc1cc(C)c(OCC(=O)NC(C)(C#N)C2CC2)c(C)c1 (stereo not given)	-19
CCCCc1nc(C(N)=O)c2[nH]c(=O)n(-c3ccc(OCC)cc3)c2n1	-7
Fc1cccc(CNC2COc3ccccc3C2)c1F (stereo not given)	-6
COCC1CCCN(C(=O)c2cn(CCC3CCCCC3)nn2)C1 (stereo not given)	-4
O=C(CN1CCCCCC1=O)N/N=C1/CCCOc2c1ccc(Cl)c2Cl	-8
Cc1nn(C)c(C)c1-c1ccnc(N2CC=CC2)n1	-3
Cc1ccc(C(=O)c2ccc(C(F)(F)F)cc2)cc1	-28
CC=CCn1c(SCc2ccc(C)cc2)nc2c1c(=O)[nH]c(=O)n2C	-4
CCOc1cc(/C=N\n2cnnc2)ccc1OS(=O)(=O)c1ccccc1	-8
C=CCN(CC(=O)Nc1ccc(C#N)cc1)S(=O)(=O)c1ccc(Cl)cc1	22
O=C(NCCn1nnc2ccccc21)c1cnn(Cc2ccccc2)c1	-12
Cc1ccc(/C=C/C(=O)NCC2COc3ccccc3O2)cc1 (stereo not given)	4
COc1cc2nc(-c3ccc(CN)cc3)cc(C)c2cc1OC	-10
COc1cc(OC)c(OC)cc1C=C(C#N)S(=O)(=O)c1cc(Cl)ccc1Cl	-6

The closing 2 records of the part above are carried over, then new ones follow:
SMILES	mcGAS MS inh
COc1cc2nc(-c3ccc(CN)cc3)cc(C)c2cc1OC	-10
COc1cc(OC)c(OC)cc1C=C(C#N)S(=O)(=O)c1cc(Cl)ccc1Cl	-6
CC1CCN(C(=O)C(C)Sc2n[nH]c(-c3ccccn3)n2)CC1 (stereo not given)	-8
Cc1ccc(C=CC(=O)O)s1	-1
CC(NC(=O)C(C)(C)c1ccccc1)c1cccs1 (stereo not given)	-12
COCc1nc(N(C)Cc2cnn(-c3ccc(F)cc3)c2)c2cnn(C)c2n1	-16
CC(C)(O)C#Cc1ccc(C(=O)N2CCC(CCC(=O)NC3CC3)CC2)cc1	-8
C=C(C)C(C)(C)C(=O)NCC1CCN(Cc2cnc(C)nc2)CC1	-21
CSc1cccc(CNC(=O)c2cc(COc3c(F)cccc3F)on2)c1	-5
CN1C(=O)c2cccc3c(S(=O)(=O)NCCCO)ccc1c23	-12
CC(=O)Cn1c2[n+](c3c(F)c(F)ccc31)CCCCC2	-3
Cc1ccc2nc(COC(=O)CN3C(=O)NC4(CCCC4)C3=O)cc(=O)n2c1	-8
c1cc[n+](CCCCC[n+]2ccccc2)cc1	-3
CC(=O)Oc1ccc(CN2C(=O)C(C)(C)ON=C2c2ccc(C)cc2)cc1	87*
COc1cc(Cl)c(S(=O)(=O)N2CCN(C)CC2)cc1Cl	-6
Cc1cc(S(=O)(=O)NC(C)(C)C)ccc1F	-5
c1ccc(CN(Cc2cccn2-c2ncccn2)CC2CCCO2)nc1 (stereo not given)	-8
O[C@@H]1C[C@H]2CN(Cc3ccc4c(c3)Cc3ccccc3-4)C[C@H]2C[C@@H]1O	-4
O=C(CSc1nnc(CNC(=O)c2cccc3ccccc23)n1-c1ccc(Br)cc1)Nc1ccccc1F	3
CC1=CC(C)(C)Nc2cc(CN(C)C)c(O)cc21	-7
Cn1nc(N2CCN(S(=O)(=O)c3ccc4c(c3)CCCC4)CC2)c(=O)n(C)c1=O	-3
Cc1ccc(NC(=O)CC2CSc3nc(C(C)C)cc(=O)n32)cc1 (stereo not given)	-4
Cc1cc(C)n(C(C)C(=O)NC2CCCN(c3ccccc3)C2=O)n1 (stereo not given)	0&2
N#Cc1cn(CC2CC2)c2ccc(Cl)cc2c1=O	26
Cc1ccccc1CN(CCN(C)C)C(=O)c1ccc2nccn2c1	-9
CCOC(=O)CN(C)Cc1nc(CC)cc(=O)[nH]1	1
Fc1cc(Br)ccc1CSc1nnc(-c2ccccc2)o1	8

Other compounds:
SMILES	mcGAS MS inh
COCc1nc(NCCN2CCNC2=O)c2cnn(C)c2n1	-19
O=C(Cc1cccc(Br)c1)OC1CCOC1 (stereo not given)	-7
Cn1cc(CCn2ccc3c(cnc4ncnn43)c2=O)c2ccccc21	2
CC1(C)O[C@@H]2CC3C4CCC5=CC(=O)CCC5(C)C4(F)C(O)CC3(C)[C@]2(C(=O)CCl)O1 (stereo not given in full)	-2
CCc1c(C)nn(C(=O)C(C)Oc2ccc(C)c(C)c2)c1C (stereo not given)	-11
C=CCn1c(C)c(C)n2c3c(=O)n(CCC(=O)OC)c(=O)n(C)c3nc12	-10
Cn1cc(S(=O)(=O)Nc2ccccc2CCC(F)(F)F)cn1	-6
CCNC(=O)[C@@H]1C[C@@H](N)CN1C(=O)Cc1ccc(OC)cc1OC	-3
Cc1ccc(N2CC(C(=O)Nn3cnc4c(cnn4-c4ccccc4)c3=O)CC2=O)cc1 (stereo not given)	-5
O=C(c1cn2cc(-c3ccc(Cl)cc3)ccc2n1)N1CCN(CCN2CCCCC2)CC1	-9
Cc1sc2nc(-c3cccs3)nc(NC3CCCC3)c2c1C	-7
CN(Cc1cn(C)nc1-c1cccc(Cl)c1)C1CCOC1 (stereo not given)	-1
O=P1(NCCc2ccccc2)C=C(c2ccccc2)SC(c2ccccc2)=C1	-7
CCN(CC)CCN1C(=O)C(O)=C(C(=O)c2cccs2)C1c1ccc(C)o1 (stereo not given)	-2
Cn1c(=O)c2c(ncn2CC(=O)NC(=O)NCc2ccco2)n(C)c1=O	-2
CC(=O)OCC(COC(C)=O)OC(C)=O	-7
CCc1ncc(C(=O)N(C)C(C)c2ccon2)cn1 (stereo not given)	-14
N#CC(C(=O)Nc1ccccn1)C(=O)C1CC1c1ccccc1C(F)(F)F (stereo not given)	2
Cc1cc(C2CCCN2C(=O)c2cc(-c3ccccc3)n[nH]2)on1 (stereo not given)	-7
Cc1cc2ccccc2n1CCNC(=O)c1ccccc1	-8
Nc1c(S(=O)(=O)c2ccccc2)c2nc3ccccc3nc2n1CCCO	2
BrC=C(c1ccccc1)c1ccccc1	-31
CCCCn1c(N2CCN(Cc3ccc(Cl)c(Cl)c3)CC2)nc2c1c(=O)[nH]c(=O)n2C	-3
CCN(Cc1ccncc1)Cn1nc(C2COc3ccccc3O2)oc1=S (stereo not given)	16
CC[C@@H](CO)NCCN[C@@H](CC)CO	0&2

Structures listed so far with a furan ring, fused or not, in the order listed:
SMILES	mcGAS MS inh
CCN(CC)CCN1C(=O)C(O)=C(C(=O)c2cccs2)C1c1ccc(C)o1 (stereo not given)	-2
Cn1c(=O)c2c(ncn2CC(=O)NC(=O)NCc2ccco2)n(C)c1=O	-2

An excerpt of these results, comma-delimited:
mol,mcGAS MS inh
Nc1c(S(=O)(=O)c2ccccc2)c2nc3ccccc3nc2n1CCCO,2
BrC=C(c1ccccc1)c1ccccc1,-31

Pulled by compound from above:
SMILES	mcGAS MS inh
Cc1ccc(N2CC(C(=O)Nn3cnc4c(cnn4-c4ccccc4)c3=O)CC2=O)cc1 (stereo not given)	-5
CCNC(=O)[C@@H]1C[C@@H](N)CN1C(=O)Cc1ccc(OC)cc1OC	-3
Cn1cc(CCn2ccc3c(cnc4ncnn43)c2=O)c2ccccc21	2

Next results follow.
SMILES	mcGAS MS inh
CC1CCCC(NC(=O)COC(=O)COc2ccc(Cl)cc2)C1C (stereo not given)	-3
Cc1ccc(F)c(S(=O)(=O)NC(=O)C2(C)CCN2C(=O)COc2ccc(Cl)cc2)c1 (stereo not given)	-4
c1coc(-c2nnc(SCc3nc(-c4cccs4)no3)o2)c1	1
CC(=NNc1nncc2ccccc12)c1ccc[nH]1	-11
Cc1cc(C)n(-c2c(-c3ccccc3)c(=O)n3c4c(cccc24)CCC3)n1	-4
Cn1ccnc1P(=O)(c1ccccc1)c1ccccc1	-17
Cc1ccc2c(c1)SC(C(=O)NCC1CC1)C2 (stereo not given)	1
c1csc(-c2csc(CNCCN3CCOCC3)c2)c1	2
COc1ccccc1C1N(Cc2ccc(Cl)cc2)C(=O)C1(F)F (stereo not given)	2
CC1CCN(C(=O)CSc2nc3ccccc3[nH]2)CC1	-9
CNC(=O)C(Sc1n[nH]c(-c2cccnc2)n1)C(C)=O (stereo not given)	-5
CCn1c(CC2CCN(Cc3cc(C(C)C)no3)CC2)n[nH]c1=O	-1
COc1cc(/C=C/C(=O)N(C)Cc2n[nH]c(C)n2)ccc1OC(C)C	-10
N#CC1C(=N)Oc2c(sc3ccccc23)C1c1cccs1 (stereo not given)	-2&6
C=CCn1cc(CN2CCn3nc(-c4nc5ccccc5n4C)cc3C2)c(C)n1	79*
Cc1ccc2c(CC(=O)N(C3CCS(=O)(=O)C3)N(C)C)coc2c1C (stereo not given)	-22
CNC(=O)Nc1ccc(NC(=O)c2ccc(N3CC=CC3)cc2)cc1	0
COc1ccc2c(Cn3cc(C(F)(F)F)ccc3=O)cc(=O)oc2c1	-20
Cn1c(=O)c2c(ncn2CCNc2ccc(F)cc2OCCO)n(C)c1=O	2
Cc1cc(C)c2c(n1)sc1c(=O)n(CC(=O)NC(C)C3CC3)cnc12 (stereo not given)	-6
COC(=O)[C@@H]1C[C@@H](N(C)C)CN1C(=O)c1cnc(C(C)C)nc1C	-9
CC(C)n1cc(Nc2ccccc2S(=O)(=O)C(F)(F)F)cn1	-11
FC(F)C(F)(F)CN1CCN(CCc2ccccc2)CC1	-5
Cc1ccc(-c2nc(NC3CCOCC3)ncc2-c2ccc(O)cc2)cc1	-28
CC[C@H](CC[C@@H](C)[C@H]1CC[C@H]2[C@@H]3CC=C4C[C@@H](O)CC[C@]4(C)[C@H]3CC[C@]12C)C(C)C	-11

New compounds follow
SMILES	mcGAS MS inh
COc1ccc(NC(=S)N2CCN(C(=O)c3ccccc3)CC2)cc1	-5
COc1ccccc1-c1ccc(N2CCCC(CN3CCCC3=O)C2)nn1 (stereo not given)	-2
CC(=O)c1c(C)[nH]c(C(=O)C(C)Nc2ccccc2SCC(N)=O)c1C (stereo not given)	-11
CCn1c(=O)c2c(nc(-n3nc(C)cc3C)n2Cc2ccccc2C)n(C)c1=O	2
Cc1ccc(S(=O)(=O)N2C[C@H]3C[C@H](O)[C@H](O)C[C@H]3C2)c(F)c1	-57
C1=C(CN2CCc3sccc3C2)N2CCCN=C2S1	-9
Cc1nc2cccc(C)n2c(=O)c1NC(=O)c1ccc(-c2ccccc2)cc1	-2
Clc1cccc(-c2noc(CN3CCCC(c4ccccc4)C3)n2)c1 (stereo not given)	-10
Cc1n[nH]c(=O)c2c(NC(=O)CSc3nnnn3C3CC3)oc(C)c12	-4
O=C1NCC(=O)N2CCN(S(=O)(=O)N3CCCCCC3)CC12 (stereo not given)	-33
COc1ccc(C(=O)N(C)CC(O)c2ccccc2)cc1OC1CCN(C(C)=O)CC1 (stereo not given)	-2
C=CCONC(=O)CN1C(=O)C(Cc2ccccc2)N(CC#CC)C(=O)c2ccccc21 (stereo not given)	-4
CN(CCCC(=O)O)C(=O)Cc1ccccc1Cl	6
Cc1c(O)c(CN2CCN(C)CC2)cc2c1oc(=O)c1ccccc12	2
O=C(CCc1c[nH]c2ccccc12)NCc1ccccc1-n1cncn1	-15
O=C1CC(N(C(=O)c2ccc(-c3cccc(C(F)(F)F)c3)o2)C2CC2)C(=O)N1 (stereo not given)	-11
CC(=O)Nc1cccc(NC(=O)CSc2nc3[nH]ncc3c(=O)[nH]2)c1	-7
N#CC(NC(=O)c1noc2c1CCCC2)c1cccc(Cl)c1 (stereo not given)	-4
COc1ccc(CCC2CCN(S(=O)(=O)c3ccsc3C(=O)O)CC2)cc1	-13
CCc1cc2c(=O)n(CC)c(=S)[nH]c2s1	-12
CC(C)c1ccccc1NS(=O)(=O)c1ccccc1C#N	3
CN(C1C2CC3CC(C2)CC1C3)S(=O)(=O)c1cccc(Cl)c1 (stereo not given)	-3
CS(=O)(=O)N1N=C(C2CC2)CC1c1cc2cc3c(cc2nc1Cl)OCO3 (stereo not given)	-4
Cc1cccc(C)c1NC(=O)CC1CSc2ncc(C)c(=O)n21 (stereo not given)	-7
Cc1ccccc1Cn1nc(C2CC2)c2cnn(-c3ccc(F)cc3)c2c1=O	-5

Next records.
SMILES	mcGAS MS inh
Cn1cc(CN(C(=O)c2cnc(-c3ccccc3)nc2)C2CC2)cn1	-16
Cc1[nH]c2c(C(=O)NC3CCS(=O)(=O)c4ccccc43)cccc2c1C (stereo not given)	14
CC(C)n1ncc2c1CCC(NC1CCc3c(cnn3C(C)C)C1)C2 (stereo not given)	-5&-2
Cc1ccc(OCCN2CCC2(C)C(=O)NCc2ccc3c(c2)OCO3)cc1 (stereo not given)	-5
CCN1CCCC1CNC(=O)CCC1CCN(Cc2cnc(SC)nc2)CC1 (stereo not given)	-1
CCCSc1nnc(Cn2c(=O)sc3ccccc32)n1C	5
O=C(Nc1ccc(I)cc1)c1cc(-c2cccs2)nc2ccccc12	3

A portion of the library (hit frequency here may not be typical).
